# Jurkat NFkB inh: lowers PMA/ionomycin-induced NF-kB signal in Jurkat cells; inhibition, % at 4 µM; PMA/ionomycin-induced NF-kB luciferase reporter, luminescence; 330,000 compounds, 0.53% hits; AID 435003; in the data active = inhibition above about 50%
# UPR XBP1 act: adaptive UPR (XBP1) activation; AID 463104; CHO-XBP1 luciferase reporter, IRE1-XBP1 UPR activation, luminescence; percent of tunicamycin response, DMSO as zero; activation, % at 20 µM; 330,000 compounds, 0.33% hits;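 active = versus positive control, 20 µM dose yields 30% or more activation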;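 note: 100% = tunicamycin at 10 µg/mL and 0% = DMSO only wells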
#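 Material: CHO-XBP1 cells stably carrying IRE1-XBP1-driven luciferase reporter / Amount: 1000 cells per well / Compound: 20 µM, 1% DMSO / Times: 6 h treatment, 37 °C / Detection: luciferase luminescence / Measure: % activation of reporter signal versus tunicamycin and DMSO controls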
# Mdm2-MdmX inh: inhibitors of human Mdm2/MdmX interaction. AID 485346. inhibition, % at 8 µM. 330,000 compounds, 3% hits. SaOS-2 split-luciferase Mdm2/MdmX complementation, luminescence. O15151+Q00987;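 active = inhibition of at least 50% at 8 µM in the primary screen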
# Target sequence (O15151 whole entry, looked up): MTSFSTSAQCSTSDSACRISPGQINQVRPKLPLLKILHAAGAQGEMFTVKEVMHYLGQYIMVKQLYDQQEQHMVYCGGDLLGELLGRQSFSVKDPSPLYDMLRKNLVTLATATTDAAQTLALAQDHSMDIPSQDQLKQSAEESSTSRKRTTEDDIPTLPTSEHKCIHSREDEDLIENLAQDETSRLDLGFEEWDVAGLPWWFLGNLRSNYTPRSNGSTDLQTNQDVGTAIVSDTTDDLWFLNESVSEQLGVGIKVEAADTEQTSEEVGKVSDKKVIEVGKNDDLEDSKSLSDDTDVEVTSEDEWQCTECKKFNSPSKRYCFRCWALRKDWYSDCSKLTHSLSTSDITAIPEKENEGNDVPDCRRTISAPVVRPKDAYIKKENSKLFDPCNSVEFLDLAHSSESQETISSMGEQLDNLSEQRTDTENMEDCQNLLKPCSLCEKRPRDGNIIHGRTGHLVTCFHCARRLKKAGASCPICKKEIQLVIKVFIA
# Target sequence (Q00987 whole entry, looked up): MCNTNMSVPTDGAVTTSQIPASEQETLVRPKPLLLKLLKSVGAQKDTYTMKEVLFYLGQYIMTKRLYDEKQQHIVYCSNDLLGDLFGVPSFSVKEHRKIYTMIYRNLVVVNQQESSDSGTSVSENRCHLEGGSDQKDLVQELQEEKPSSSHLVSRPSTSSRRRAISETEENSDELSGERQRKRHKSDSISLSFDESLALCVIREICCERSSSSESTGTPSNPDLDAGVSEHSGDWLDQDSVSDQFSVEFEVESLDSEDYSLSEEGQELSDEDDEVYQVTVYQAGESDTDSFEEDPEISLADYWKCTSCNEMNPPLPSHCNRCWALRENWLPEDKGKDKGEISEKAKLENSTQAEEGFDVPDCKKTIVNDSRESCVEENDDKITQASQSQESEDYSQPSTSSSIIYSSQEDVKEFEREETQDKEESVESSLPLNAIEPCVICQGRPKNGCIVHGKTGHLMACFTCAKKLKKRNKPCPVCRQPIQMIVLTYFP
# CHOP UPR activ: activators of apoptotic arm of unfolded protein response (CHOP); CHO-CHOP luciferase reporter, UPR activation, luminescence; percent of tunicamycin response over DMSO baseline; activation, % at 10 µM; 330,000 compounds, 0.34% hits;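 active = at 10 µM dose, activation of 40% or more, normalized to positive control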;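 note: 100% = tunicamycin at 10 µg/mL and 0% = DMSO alone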
#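 Assay system: CHO-CHOP cells, stable luciferase reporter of PERK-eIF2a-CHOP signalling / Buffer or medium: F12 plus 10% serum / Compound dosing: one dose, 10 µM in 0.5% DMSO / Times: 6 h compound treatment, 37 °C / Technique: luciferase luminescence / Read-out: % reporter activation, DMSO baseline versus tunicamycin full activation / Benchmarks: tunicamycin and DMSO controls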
# TIM10 inh: TIM10 yeast growth inhibition. inhibition, % at 10 µM. S. cerevisiae TIM10 strain growth, BacTiter-Glo luminescence, 24 h. 330,000 compounds, 1.4% hits;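 active = inhibition of 40% or more at the single tested concentration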;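 note: wild-type TIM10 isogenic control strain grown at permissive 25 °C; 0% = DMSO yeast wells and 100% = minimal medium wells without yeast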
# 697 NFkB inh: inhibitors of the PMA/ionomycin-induced NF-kB reporter in 697 B cells; 697 B-cell NF-kB luciferase reporter, 16 h; inhibition, % at 4 µM; 330,000 compounds, 0.33% hits; in the data active = inhibition above about 35%
# tim10-1 inh: inhibits growth of tim10-1 mutant yeast. S. cerevisiae tim10-1 ts strain growth, BacTiter-Glo, 24 h. inhibition, % at 20 µM. 330,000 compounds, 2.2% hits;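 active = inhibition of at least 40%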;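 note: mutant grown at 25 °C; 0% = DMSO wells with yeast and 100% = wells holding no yeast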
# tim23-1 inh: tim23-1 yeast growth inhibition; S. cerevisiae tim23-1 growth, BacTiter-Glo luminescence, 24 h; inhibition, % at 20 µM; 330,000 compounds, 1.3% hits; AID 463212;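 active = growth inhibition of the mutant yeast at or above 50%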;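 note: temperature-sensitive mutant grown at 25 °C; plate controls were DMSO-treated mutant yeast for no effect and medium wells lacking yeast for full effect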
# * = called active by the depositor.
SMILES,Jurkat NFkB inh,UPR XBP1 act,Mdm2-MdmX inh,CHOP UPR activ,TIM10 inh,697 NFkB inh,tim10-1 inh,tim23-1 inh
COc1cccc(CNC(=O)c2cc(COc3c(F)cccc3F)on2)c1,-13,-1,8,1.5,-16,-7,19,20
Cc1ccnc(NS(=O)(=O)c2cnc(Cl)c(Br)c2)c1,-7,-1,5,1.6,-8,-24,11,5
CCc1nnc(NC(=O)CN2C(=O)N(C)C3(CCCCC3)C2=O)s1,-4,0,0,-3.5,4,6,-6,1
CCOc1cc(-c2nc3ccccc3s2)ccc1O,-27,7,-61,6.3,27,-16,35,59*
COc1cccc(CNC(=O)CCCc2cn(C)c3ccccc23)c1,5,0,7,2.4,16,4,6,13
COC(=O)[C@H](CC(C)C)NC(=O)c1cc2c(cn1)[nH]c1ccccc12,-2,-1,9,-1.3,34,3,34,59*
O=C(CN(Cc1ccc(Cl)cc1)C(=O)c1csnn1)NCc1ccccc1,13,-6,-12,0.9,16,-14,-17,8
Cc1cc(C)c(NC(=S)NC(NC(=O)c2ccccc2)C(Cl)(Cl)Cl)c(C)c1 (centres undefined),2,0,26,3.7,15,-5,4,7
COc1cccc(CN(Cc2ccco2)C(c2ccc(F)cc2)c2nnnn2C(C)(C)C)c1 (centres undefined),-5,-2,7,-0.7,5,-14,16,23
O=C(O)c1ccccc1CSc1nc2ccccc2n1Cc1ccccc1C(=O)O,20,-2,10,0.1,2,12,-9,6
CONc1nc2nonc2nc1NOC,-1,-3,22,-2.9,5,4,6,-6
CCc1ccc(NC(=S)NCc2cccnc2)cc1,6,2,17,2.1,9,-26,-2,-2
COc1ccc(S(=O)(=O)N2CCCCC2)cc1NC(=O)Cc1cccs1,-7,-2,11,0.7,0,2,-1,-1
CC(C)OCCCNC(=O)C1CCC(=O)N1C(C)C (centres undefined),8,-3,-34,-0.3,-4,7,-12,1
O=C(CCS(=O)(=O)c1ccc(Br)s1)NC1CCCCCC1,-20,0,0,2.5,-8,-10,38,30
CCc1cccc(OCC2Cn3c(nc4c3c(=O)n(C)c(=O)n4C)O2)c1 (centres undefined),-1,-2,13,0.0,13,-8,15,20
O=C(N/N=C/c1ccc[nH]1)c1ccccc1OCc1ccc(F)cc1,-2,1,-14,1.8,7,21,13,20
CC(=O)Nc1ccc(S(=O)(=O)N[C@@H](C)C(=O)N2CCN(c3ccccn3)CC2)cc1,4,-1,16,-1.3,8,8,5,2
COc1ccc(OC)c(NC(=O)c2ccno2)c1,-14,1,0,-0.1,-1,-12,12,10
COC(=O)C1CCN(C(=O)CSc2nc3ccc(OC)cc3[nH]2)CC1,0,0,14,0.3,0,8,13,3

# An excerpt of the results above, for reference:
SMILES,Jurkat NFkB inh,UPR XBP1 act,Mdm2-MdmX inh,CHOP UPR activ,TIM10 inh,697 NFkB inh,tim10-1 inh,tim23-1 inh
Cc1cc(C)c(NC(=S)NC(NC(=O)c2ccccc2)C(Cl)(Cl)Cl)c(C)c1 (centres undefined),2,0,26,3.7,15,-5,4,7
COc1cccc(CN(Cc2ccco2)C(c2ccc(F)cc2)c2nnnn2C(C)(C)C)c1 (centres undefined),-5,-2,7,-0.7,5,-14,16,23
O=C(O)c1ccccc1CSc1nc2ccccc2n1Cc1ccccc1C(=O)O,20,-2,10,0.1,2,12,-9,6
CONc1nc2nonc2nc1NOC,-1,-3,22,-2.9,5,4,6,-6
CCc1ccc(NC(=S)NCc2cccnc2)cc1,6,2,17,2.1,9,-26,-2,-2
COc1ccc(S(=O)(=O)N2CCCCC2)cc1NC(=O)Cc1cccs1,-7,-2,11,0.7,0,2,-1,-1
CC(C)OCCCNC(=O)C1CCC(=O)N1C(C)C (centres undefined),8,-3,-34,-0.3,-4,7,-12,1
O=C(CCS(=O)(=O)c1ccc(Br)s1)NC1CCCCCC1,-20,0,0,2.5,-8,-10,38,30
CCc1cccc(OCC2Cn3c(nc4c3c(=O)n(C)c(=O)n4C)O2)c1 (centres undefined),-1,-2,13,0.0,13,-8,15,20
O=C(N/N=C/c1ccc[nH]1)c1ccccc1OCc1ccc(F)cc1,-2,1,-14,1.8,7,21,13,20

# (more compounds)
SMILES,Jurkat NFkB inh,UPR XBP1 act,Mdm2-MdmX inh,CHOP UPR activ,TIM10 inh,697 NFkB inh,tim10-1 inh,tim23-1 inh
Nc1ncc2c(n1)CC(c1ccco1)CC2=O (centres undefined),-9,-1,-30,-0.4,1,-16,22,7
CCC(C)c1ccccc1NC(=O)Cc1coc2cc3c(cc12)CCC3 (centres undefined),0,0,5,-0.1,3,-33,12,24
CCCOc1cccc(C(=O)NCCNC(=O)c2ccc(C)nc2)c1,-9,-3,27,-0.1,-21,4,-5,9
CC1CCN(C(=O)c2[nH]cnc2C(=O)NCc2ccccc2)CC1,-2,0,13,-0.9,2,8,1,8
CCCCn1cc(C(=O)c2cc(Br)ccc2O)cc(C#N)c1=O,-4,-4,20,0.5,3,-32,17,11
O=C(CSc1ccc(Cl)cc1)NC1=NN(c2ccccc2)C(=O)C1,7,-3,-21,1.9,11,-2,48*,63*
CC(=O)N1CCN(CC(C)(C)NS(=O)(=O)c2ccc(C)cc2)CC1,3,-2,9,1.6,-4,-7,-14,-12
COCCN1C(=O)C(=O)/C(=C(/O)c2ccc(S(=O)(=O)N3CCCCC3)cc2)C1c1ccc(OC)cc1 (centres undefined),-9,-1,11,-0.5,90*,-11,1,-3
COc1ccc(/C=C\C(=O)NCc2ccc3[nH]c(C)cc3c2)cc1OC,2,0,27,1.6,-7,11,-23,8
COc1cccc(/C=C/C(=O)OCC(=O)NCC2CCCCC2)c1OC,-6,-5,8,-2.5,-7,15,5,4
Cc1cc(Oc2ccc(=O)n(C)n2)nc(Oc2ccc(=O)n(C)n2)n1,-5,-1,-5,-2.9,8,14,0,11
CSc1nnc(-c2cccs2)n1C,-13,-2,3,1.1,3,12,-8,-4
COn1c2c(c3c4no[n+]([O-])c4ccc31)CCCC2,5,1,8,-1.1,13,-1,26,11
COc1ccccc1CNC(=O)C(Cc1ccccc1)NC(=O)c1ccccc1 (centres undefined),-2,-1,4,-1.8,12,0,13,25
N#C/C(=C\c1ccccc1)C(=O)N1CCN(c2ccccc2F)CC1,7,-4,26,3.5,47*,3,26,66*
Cc1cc(NS(=O)(=O)c2ccc(NC(=O)Cc3ccc(Cl)c(Cl)c3)cc2)no1,-20,-2,21,2.2,-3,9,0,8
COc1ccc(S(=O)(=O)N2CCC(Cc3ccccc3)CC2)cc1C(N)=O,-6,-2,29,-0.1,3,-14,4,-5
O=C(COC(=O)COc1ccccc1)Nc1ccc2c(c1)OCCO2,-1,-3,37,-0.9,2,3,-8,0
COc1ccc(NC(C)C(=O)N2CCN(Cc3ccccc3)CC2)cc1 (centres undefined),8,0,11,1.6,7,13,-15,-6
CC1=NN(c2ccc(Cl)c(C(=O)O)c2)C(=O)/C1=C/c1ccc(-c2ccccc2[N+](=O)[O-])o1,5,-1,7,2.0,13,-2,11,16
COc1ccccc1CNC(=O)C(CCSC)NC(=O)C1CCC(C)CC1 (centres undefined),1,2,27,0.0,-13,12,20,22
COc1cccc(C(=O)COc2ccc3c(C)cc(=O)oc3c2)c1,43,-5,43,0.7,2,8,-2,15
CC1CCN(C(=O)c2ccc(S(=O)(=O)N3CCOCC3)cc2)CC1,4,7,-12,-0.1,5,5,-11,2
COc1cc(OC)c(NC(=O)CCc2nc(-c3cccs3)no2)cc1Cl,6,0,17,-3.0,5,-8,14,14
FC(F)(F)c1ccc(CSc2nccn2-c2ccccc2)cc1,-11,0,17,2.8,6,-2,7,10
Cc1cn(C2CC(OC(=O)C(C)C)C(CO)O2)c(=O)[nH]c1=O (centres undefined),4,-2,31,-3.0,-1,14,-17,-15
COC(=O)c1sccc1NC(=O)Nc1ccc(Cl)c(Cl)c1,0,2,13,3.7,20,-70,15,4
CCOC(=O)c1ccc(NC(=O)C2CCN(C(=O)c3ccc(OC)c(OC)c3)CC2)cc1,13,-6,21,2.1,-4,-5,11,11
Oc1ccc2oc3c(c2c1C=NCc1ccncc1)CCCC3,2,-2,33,3.2,-7,19,12,40
CC1CN(C(=O)CSc2nnc3c(Cl)cc(Cl)cn23)CC(C)O1 (centres undefined),7,0,17,-0.8,3,14,21,12
CC(C)c1ccc2c(c1)C(N1CCN(C)CC1)Cc1cccnc1S2 (centres undefined),5,1,39,-1.3,10,-13,18,15
CCCCn1c(N)c(N(CCOC)C(=O)c2ccc(C)c(S(=O)(=O)N3CCCCC3)c2)c(=O)[nH]c1=O,2,1,23,0.9,-7,24,-13,-1
Cc1nn(-c2ccccc2)c2sc(C(=O)NNC(=O)COc3ccccc3)cc12,10,2,1,-1.9,17,18,27,23
O=C(Nc1ccc2c(c1)OCO2)C1CCCCN1S(=O)(=O)c1ccc(F)cc1 (centres undefined),-17,0,-28,2.1,32,-32,39,38
O=c1nc2n(c3cc(Cl)c(S(=O)(=O)N4CCOCC4)cc13)CCCCC2,10,1,21,-1.2,1,19,-14,15
Cc1ccc(CNC(=O)C(=O)NCC2OCCCN2S(=O)(=O)c2cccs2)cc1 (centres undefined),11,-3,-2,-0.1,5,-1,6,13
Cc1ccc(CNC(=O)CN(C(=O)N2CCN(C)CC2)S(=O)(=O)c2ccc(C)cc2)cc1,5,-3,7,1.0,-8,11,-8,-2
Cc1cccc(OCCn2c(S(=O)(=O)O)nc3ccccc32)c1,-5,-2,-5,-0.4,-13,13,6,13
O=C(CSc1ccc(Cl)cc1)NC(=O)NCc1ccco1,-13,7,1,0.1,12,13,-3,15
CCOC(=O)Cn1c(CN2CCN(c3cccc(Cl)c3)CC2)nc2c1c(=O)[nH]c(=O)n2C,8,-2,29,-0.3,4,-13,14,-2
C/C(N)=C(/C#N)C(=O)CSc1nc2ccccc2[nH]1,-58,3,-25,2.2,0,-46,-9,10
O=C1CCCC2=C1C(c1cccc(O)c1)C1=C(N2)c2ccccc2C1=O (centres undefined),-3,-2,-18,-0.2,-21,21,11,6
Cc1cc(=O)oc2ccc(OCC(=O)N(Cc3ccc(F)cc3)Cc3ccco3)cc12,11,-1,-27,0.8,18,-2,5,-16
Cc1ccc(N(C)S(=O)(=O)c2cccc(C(=O)Oc3ccc4c(C)cc(=O)oc4c3)c2)cc1,5,-3,-4,0.0,39,23,34,47
O=C(Oc1ccccc1)N1CCOCC1,2,-6,27,4.6,-4,0,-8,10
Oc1ccc(Cc2ccc(Cl)cc2)c(O)c1,-26,-3,4,-1.2,11,-7,24,17
COc1cc(C(=O)NCCOc2ccc(Cl)cc2)ccc1OCc1c(C)noc1C,48,-1,21,0.3,5,-11,7,11
CCc1ccccc1N1CCN(S(=O)(=O)c2cc(OC)ccc2OC)CC1,-4,-2,22,-1.0,17,-6,29,24
CS(=O)(=O)N(CC(=O)NC1CCCC1)C1CCCCC1,5,-1,11,-0.9,1,4,-6,-3
CC(=O)Nc1nonc1-c1nc2ccccc2n1Cc1ccccc1,13,5,70*,0.8,9,-11,15,-3
CCCCn1c(N2CCCC2)nc2c1c(=O)[nH]c(=O)n2C,-6,7,4,5.0,14,3,3,6
O=C(Nc1ccccc1)c1ccc(Nc2c([N+](=O)[O-])cc([N+](=O)[O-])c3ccccc23)cc1,10,0,47,-1.2,-19,-5,18,-16
COC(=O)c1c(C)oc(C)c(C(=O)OC)c1=O,2,1,10,-2.4,-17,13,-18,-8
Cc1ccc(CNC(=O)C2CCCC2)cc1,4,0,11,1.8,-11,3,-15,3
CC(=O)c1sc(NC(=O)C2CCCN2S(=O)(=O)c2ccccc2F)nc1C (centres undefined),15,1,14,1.8,-6,-12,-4,9
O=S(=O)(Nc1cc(C(F)(F)F)ccc1N1CCOCC1)c1ccc2ccccc2c1,15,-2,6,1.5,1,-3,23,22
